# Assay outcomes as filed in PubChem.
# GLS inhibitor: qHTS for Inhibitors of Glutaminase (GLS) | Glutaminase kidney isoform, mitochondrial (Homo sapiens), O94925 | GLS enzymatic activity, qHTS titration | Potency, µM (top dose mostly 45.5 µM), without a hit: at the top dose activity change, negative = inhibition, hits mostly inhibitors | actives 0.21% (n = 410,000); also: % is scaled to controls: 0 for no effect and ±100 for the full control effect
#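 Glutamate formation by hKGA was monitored fluorometrically using coupled glutamate oxidase, HRP and Amplex Red. Substrate was added as 1 mM L-glutamine solution; incubation was 30 min at RT after an initial read.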
# BLM helicase inh: qHTS Assay for Inhibitors of Bloom's syndrome helicase (BLM). Potency, µM (series often up to 56.1 µM), inactives show at the top dose activity change, negative = inhibition, usual class: inhibitors. actives 0.2% (n = 350,000). RecQ-like DNA helicase BLM (Homo sapiens), P54132. recombinant BLM DNA unwinding, fluorescence dequenching;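 also: plate controls were vehicle for no effect and no enzyme for full effect; nearly all actives have a fitted effect of over 35% in size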
# Tb PGK inh: qHTS Assay to Find Inhibitors of Phosphoglycerate Kinase. Phosphoglycerate kinase, glycosomal (Trypanosoma brucei brucei), P07378. PGK/GAPDH coupled, Kinase-Glo luminescence, 60 min. Potency, µM (doses to about 57.5 µM), for inactives: at the top dose activity change, negative = inhibition, hits mostly inhibitors. actives 0.043% (n = 380,000). AID 602233, 2012; also: % is scaled to controls: 0 for no effect and ±100 for the full control effect; nearly all actives have a fitted effect of over 60% in size
#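 Recombinant glycosomal PGK reaction used 1,3-bisphosphoglycerate generated in-well by GAPDH (100nM final) in 100mM TEA pH 7.6, 5mM MgCl2, 0.01% Tween-20. After 60 minutes at room temperature, ATP was read by Kinase-Glo Plus luminescence end-point.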
# JMJD2A Tudor: qHTS Assay for Inhibitors of JMJD2A-Tudor Domain. actives 4.4% (n = 390,000). AID 504339, 2011. Potency, µM (series often up to 114 µM), for the others: top-dose activity change, negative = inhibition, hits mostly inhibitors. AlphaScreen JMJD2A-Tudor / H3K4me3 peptide binding; also: % is scaled to controls: 0 for no effect and ±100 for the full control effect; nearly all actives have a fitted effect of over 50% in size
# Pin1 inhibitor: qHTS Assay to Find Inhibitors of Pin1 | Peptidyl-prolyl cis-trans isomerase NIMA-interacting 1 (Homo sapiens), Q13526 | Pin1 FP peptide displacement, HiFluor488, 10 min | Potency, µM (titrated, usually from 115 µM), without a hit: top-dose activity, negative = inhibition, most hits filed as inhibitors | actives 0.009% (n = 390,000) | AID 504891, 2011; active = well fitted inhibition curve with a large enough effect in the polarisation, with a control signal flat, not every such curve was filed as active; inconclusive = small, poorly fitted or top-dose-only effect, or effect the other way, or a change in a side signal; inactive = no such curve, though single readings can be large or run the other way; the % refers to the polarisation; also: % is scaled to controls: 0 for no effect and ±100 for the full control effect
# Target sequence (Q13526 whole entry, looked up): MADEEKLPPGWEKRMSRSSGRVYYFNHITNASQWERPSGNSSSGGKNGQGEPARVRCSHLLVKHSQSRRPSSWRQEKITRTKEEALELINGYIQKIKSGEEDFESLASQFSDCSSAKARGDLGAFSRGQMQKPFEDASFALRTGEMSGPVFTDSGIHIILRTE
# G9a inh: qHTS Assay for Inhibitors of Histone Lysine Methyltransferase G9a; Histone-lysine N-methyltransferase EHMT2 (Homo sapiens), Q96KQ7; G9a H3K9 monomethylation, AlphaScreen, 2 h; Potency, µM (top dose mostly 102 µM), without a hit: at the highest dose activity, negative = inhibition, usual class: inhibitors; actives 8.8% (n = 350,000); AID 504332, 2011; also: % is scaled to controls: 0 for no effect and ±100 for the full control effect; nearly all actives have a fitted effect of over 75% in size
#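 Methyltransferase reactions run at room temperature for 2 h (20 nM enzyme, 500 nM biotin-H3K9 peptide, 20 uM SAM) after a 15 min compound preincubation; product detected by AlphaScreen beads and anti-H3K9me1 antibody.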
# HP1b binding inh: HTS for Inhibitors of HP1-beta Chromodomain Interactions with Methylated Histone Tails; AlphaScreen HP1-beta / biotin-H3K9me3 peptide binding; Potency, µM (top dose mostly 114 µM), without a hit: top-dose activity change, negative = inhibition, actives largely listed as inhibitors; actives 0.56% (n = 390,000); AID 540317, 2011; also: nearly all actives have a fitted effect of over 70% in size; inactives centre near 23
# Target sequence (P83916 whole entry, looked up): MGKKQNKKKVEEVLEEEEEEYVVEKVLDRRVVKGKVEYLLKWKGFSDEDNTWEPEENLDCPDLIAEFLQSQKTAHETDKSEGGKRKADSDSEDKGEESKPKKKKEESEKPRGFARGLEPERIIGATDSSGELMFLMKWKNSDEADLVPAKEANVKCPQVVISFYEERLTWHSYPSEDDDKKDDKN
#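 Compound inhibition of the preformed complex between 50 nM HP1-beta and 50 nM biotinylated H3K9me3 peptide was read by AlphaScreen. Buffer was PBS pH 7.4 with 0.01% Tween-20. Incubations ran 30 min at room temperature, with 10 ug/mL donor/acceptor beads.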
# BAZ2B block: qHTS Assay for Inhibitors of BAZ2B; actives 4.4% (n = 360,000); Bromodomain adjacent to zinc finger domain protein 2B (Homo sapiens), Q9UIF8; AlphaScreen BAZ2B-H3K14Ac peptide displacement; AID 504333, 2011; Potency, µM (series often up to 114 µM), for inactives: at the top dose activity change, negative = inhibition, hits mostly inhibitors; also: % is scaled to controls: 0 for no effect and ±100 for the full control effect; nearly all actives have a fitted effect of over 60% in size
#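 AlphaScreen displacement of biotin-H3(5-23)K14Ac peptide (50 nM final) from BAZ2B (50 nM final) in PBS pH 7.4, 0.01% Tween-20; complex preformed 30 min RT, then compounds (top 110 uM) 30 min RT, beads 20 min dark.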
# Pol iota inh: qHTS for Inhibitors of Polymerase Iota; actives 1% (n = 390,000); Pol iota fluorescent replication assay, 10 min; Potency, µM (top dose mostly 115 µM), for inactives: at the top dose activity, negative = inhibition, most hits filed as inhibitors; AID 588590, 2011
# Target sequence (Q9UNA4 whole entry, looked up): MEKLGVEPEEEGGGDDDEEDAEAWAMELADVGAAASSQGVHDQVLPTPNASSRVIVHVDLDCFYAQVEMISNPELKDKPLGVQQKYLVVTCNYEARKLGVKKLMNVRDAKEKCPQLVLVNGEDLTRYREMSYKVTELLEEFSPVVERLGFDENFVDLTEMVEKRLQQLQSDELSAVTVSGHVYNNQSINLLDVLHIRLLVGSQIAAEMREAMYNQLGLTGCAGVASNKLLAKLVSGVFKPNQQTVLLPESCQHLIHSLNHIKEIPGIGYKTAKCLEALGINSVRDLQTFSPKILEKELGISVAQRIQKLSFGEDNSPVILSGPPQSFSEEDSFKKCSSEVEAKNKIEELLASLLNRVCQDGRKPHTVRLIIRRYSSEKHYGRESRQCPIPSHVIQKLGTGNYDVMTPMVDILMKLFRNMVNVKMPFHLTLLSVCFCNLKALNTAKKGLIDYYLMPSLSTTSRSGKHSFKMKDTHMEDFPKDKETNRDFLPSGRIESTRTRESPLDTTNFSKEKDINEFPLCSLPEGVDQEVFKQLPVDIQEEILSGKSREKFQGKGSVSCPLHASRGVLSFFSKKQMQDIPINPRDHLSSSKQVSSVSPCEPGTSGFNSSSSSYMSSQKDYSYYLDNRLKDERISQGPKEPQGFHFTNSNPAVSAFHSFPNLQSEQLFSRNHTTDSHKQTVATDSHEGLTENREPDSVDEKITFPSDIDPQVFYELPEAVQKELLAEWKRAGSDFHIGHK
#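 Pol iota at 10 nM preincubated 15 min with compounds at room temperature; reaction started with fluorescent substrate, 50 nM final. Fluorescence read kinetically at 0 and 10 min; buffer-only wells as negative control.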
# * hit, by the source's call; i = inactive; ? = inconclusive; nt = not tested or not shown; [ ] = dose if it differs, or a comment. Unless noted, calls follow the shape of the dose curve; as a rule, active = well fitted curve in the direction sought with a large enough effect; inconclusive = small, poorly fitted or top-dose-only effect, or another doubt; inactive = no such curve, though single readings can be large; an effect the other way counts as inactive or inconclusive. Potency is read from the fitted curve at half-maximal effect. This is a subset; the hit share may differ from the screen's.
GLS inhibitor,BLM helicase inh,Tb PGK inh,JMJD2A Tudor,Pin1 inhibitor,G9a inh,HP1b binding inh,BAZ2B block,Pol iota inh,SMILES
12%,1%,-4%,-31%,0%,4%[59 µM],-1%,-13%,10%,Cc1cc(C(=O)N/N=C2\CC(=O)CC(C)(C)C2)c(C)n1-c1ccc(F)cc1
17%,-3%,-4%,-13%,-2%,15%[59 µM],15%,-18%,54%[activator],O=C(Nn1c(-c2ccncc2)nc2ccccc2c1=O)c1ccc(Br)cc1
32%[activator],-2%,2%,-22%,-8%,55%[activator],22%,-20%,30%,O=C(CCCN1C(=O)/C(=C/c2cccs2)SC1=S)Nc1cc([N+](=O)[O-])ccc1O
5%,-12%,-14%,-6%,-2%,25%[59 µM],31%,3%,15%,CC(c1cccs1)N(Cc1ccco1)C(=S)Nc1ccc(F)c(Cl)c1 (stereo unspecified)
1%,nt,2%,-11%,2%,9%[0.501 µM],35%[activator],-6%,60%[activator],O=C(NCCC1CCCCN1S(=O)(=O)c1ccccc1)C(=O)NCc1ccccc1F (stereo unspecified)
1%,-3%,-6%,-25%,0%,nt,-7%,0%,-12%,CCn1cc(C(=O)N2CC(C)CC(C)C2)c(=O)c2cc(S(=O)(=O)N(C)C)ccc21 (stereo unspecified)
40%[activator],1%,3%,-3%,0%,11%,35%,-35%,81%[activator],CCc1ccc(NC(=O)CSc2nc3[nH]ncc3c(=O)[nH]2)cc1
26%,-7%,-1%,-32%,7%,-40%,5%,-10%,-17%,O=S(=O)(Nc1ccc(O)c(Sc2nc3ccccc3s2)c1)c1ccc(Cl)cc1
-3%,2%,-5%,-11%,-1%,29%,24%,-3%,9%,Cc1cc(C)c(CN2CCC(n3nccc3NC(=O)C3CCOC3)CC2)cc1C (stereo unspecified)
4%,-7%,4%,1%,3%,-10%[59 µM],69%[activator],17%,9%,O=C(N(Cc1ccccc1)c1ccccn1)C12CC3CC(CC(C3)C1)C2
0%,-2%,i,-1%,42%[activator],?,21%,4%,9%,O=C(CSc1nnnn1-c1ccc2c(c1)OCCO2)c1cccc2c1OCCO2
-6%,3%,-9%,-3%,-14%,nt,45%[activator],?,-21%,CCC(=O)c1cn(CC(=O)O)c2ccccc12
-10%,-7%,-8%,1%,3%,14%,19%,-21%,1%,CCc1ccccc1N(CC(=O)NCc1ccco1)C(=O)CCC(=O)Nc1ccccn1
-1%,-3%,-7%,-16%,-9%,6%[59 µM],2%,-2%,7%,CCCOc1ccc(CNC(=O)CN2C(=O)c3cccnc3Oc3ccc(C)cc32)cc1
13%,-2%,-9%,24%,3%,61%[activator],66%[activator],21%,14%,Cc1noc(-c2ccccc2OC(=O)c2ccccc2)n1
12%,-4%,-9%,-32%,-1%,-4%[59 µM],10%,-17%,5%,CCS(=O)(=O)c1ccc(O)c(NC(=O)/C=C/c2ccc(Cl)cc2)c1
-9%,nt,-2%,-16%,0%,13%[2.33 µM],24%,6%,7%,Cc1c[n+]([O-])ccc1Oc1ccc([N+](=O)[O-])cc1
0%,-3%,i,-28%,-3%,?,-3%,-11%,67%[activator],CCOc1cccc2cc(C(=O)N3CCc4ccccc4C3)c(=O)oc12
10%,-1%,6%,-14%,-13%,0%,23%,-5%,5%,CCCC(=O)N1CC2(CCC)CN(C(=O)CCC)CC(CCC)(C1)C2=O
-2%,nt,i,-19%,17%,nt,42%[activator],nt,-16%,Cc1ccc(S(=O)(=O)N(C)C[C@H]2Oc3ccc(NC(=O)C4CCCCC4)cc3C(=O)N([C@H](C)CO)C[C@H]2C)cc1
20%,nt,-8%,-10%,-1%,nt,8%,nt,10%,COc1ccc(C2=CN(Cc3ccccc3)CCC2=O)cc1
-3%,-4%,3%,-13%,23%,5%[59 µM],42%[activator],-3%,2%,COc1ccc(-c2nsc(NC(=O)c3cccc(OC)c3)n2)cc1
?,-12%,4%,-21%[11.4 µM],0%,-42%,?,-16%,196%[activator],N#CCN1CCC(c2cc(-c3ccco3)n[nH]2)CC1
-1%,4%,-5%,-5%[11.4 µM],-1%,-44%[59 µM],38%[activator],2%,?,COc1ccccc1N(CC(=O)NCc1ccccc1)C(=O)CCC(=O)Nc1cc(C)ccn1
9%,-12%,0%,-22%,1%,?,-6%,-17%,11%,Cc1cc(/C=C2/NC(=O)NC2=O)c(C)n1C

# One compound at a time, as listed above:
# `COc1ccc(C2=CN(Cc3ccccc3)CCC2=O)cc1` as listed: GLS inhibitor = 20%; BLM helicase inh = nt; Tb PGK inh = -8%; JMJD2A Tudor = -10%; Pin1 inhibitor = -1%; G9a inh = nt; HP1b binding inh = 8%; BAZ2B block = nt; Pol iota inh = 10%
# `O=C(Nn1c(-c2ccncc2)nc2ccccc2c1=O)c1ccc(Br)cc1` as listed: GLS inhibitor = 17%; BLM helicase inh = -3%; Tb PGK inh = -4%; JMJD2A Tudor = -13%; Pin1 inhibitor = -2%; G9a inh = 15%[59 µM]; HP1b binding inh = 15%; BAZ2B block = -18%; Pol iota inh = 54%[activator]

# (more compounds)
GLS inhibitor,BLM helicase inh,Tb PGK inh,JMJD2A Tudor,Pin1 inhibitor,G9a inh,HP1b binding inh,BAZ2B block,Pol iota inh,SMILES
1%,3%,i,-19%,10%,12%,28%,-6%,-7%,COc1ccc(NC(=O)Cn2c(=O)n(-c3ccccc3)c(=O)c3sccc32)c(OC)c1
8%,-4%,-2%,-16%,2%,-4%[12.7 µM],28%,3%,17%,CCN(CC(=O)Nc1ccc2c(c1)OC(F)(F)O2)Cc1nc2ccccc2c(=O)[nH]1
14%,-5%,-4%,?,6%,?,-21%,-33%,-3%,O=Cc1c(N2CCN(c3cccc(Cl)c3)CC2)nc2ccccn2c1=O
1%,nt,-8%,-9%,-6%,-5%[59 µM],34%[activator],-5%,5%,CC(Sc1nnc(-c2ccccc2F)n1C1CC1)C(=O)NCc1ccco1 (stereo unspecified)
-10%,-8%,-2%,50µM*,16%,?,71µM*,35µM*,117%[activator],O=C(c1ccco1)N1CCn2cccc2C1c1ccccc1 (stereo unspecified)
-7%,-7%,-3%,-35%,43%[activator],-6%[59 µM],98%[activator],3%,-9%,CCc1ccc(NC(=O)c2cc3c(=O)n(Cc4cccs4)ccc3nc2C)cc1
6%,-6%,i,0%,1%,7%,16%,-1%,34%[activator],O=C(CN1CCN(Cc2ccccc2)CC1)Nc1ccc(-n2cnnn2)cc1
9%,2%,1%,-13%,-3%,-2%,5%,-1%,19%,O=C(CNCC1(N2CCOCC2)CCCCC1)Nc1ccc(Cl)cc1
-3%,-8%,-2%,-15%,17%,-3%[59 µM],24%,4%,27%,CCc1ccc(CNC(=O)CCCn2c(=O)c3cccn3c3cccnc32)cc1
-7%,-3%,-4%,-1%,-3%,-2%[59 µM],32%,-3%,41%[activator],CCCOc1ccc(NC(=O)CC2C(=O)N(c3ccc(C)cc3)C(=O)N2Cc2cccc(OC)c2)cc1 (stereo unspecified)
2%,-4%,0%,-4%,-3%,?,31%,-5%,13%,Cn1nc(-c2ccccc2)c(COC(=O)c2cccc(Cl)c2)c1S(=O)(=O)c1ccccc1
7%,5%,-1%,-11%,-6%,?,39%[activator],-3%,-5%,CC(/C=C/c1ccccc1F)=N\NC(=O)C(C)C
2%,-10%,-2%,-18%,-3%,-16%,14%,-23%,6%,CCOC(=O)c1nnn(-c2ccc([N+](=O)[O-])cc2[N+](=O)[O-])c1C
11%,-5%,5%,-8%,7%,-29%[59 µM],20%,-39%,-10%,CCOC(=O)CC1=C(C(=O)OCC)C(c2cccs2)C(C#N)=C(N)O1 (stereo unspecified)
0%,-4%,i,-19%,1%,18%,16%,-6%,55%[activator],Cc1onc(-c2ccccc2)c1C(=O)Nc1ccon1
2%,nt,i,-8%,-5%,-46%[2.33 µM],46%[activator],6%,8%,O=C(COc1ccccc1F)Nc1ccccc1C(=O)NC1CC1
-2%,-17%,-4%,-19%,?,nt,6%,-7%,?,CC(C)c1ccc(CN(C(=O)C2COc3ccccc3O2)C2CCS(=O)(=O)C2)cc1 (stereo unspecified)
1%,nt,7%,-6%,0%,-11%,48%[activator],-4%,31%[activator],O=C(c1cccc(Cl)c1)N1CCN(c2ccc(N3CCOCC3)nn2)CC1
3%,-8%,-2%,-14%,3%,17%[59 µM],8%,2%,-18%,Cc1ccc(-c2cnc(NC(=O)c3cccc(Br)c3)s2)c(C)c1
2%,-1%,4%,-3%,0%,5%,24%,9%,14%,Cc1ccc(C)c(C(C)NC(=O)c2ccncc2)c1 (stereo unspecified)
14%,-1%,4%,-13%,-1%,-1%,19%,-1%,3%,COc1ccc(CN2CCCC(CO)(Cc3ccc(F)cc3)C2)cc1C (stereo unspecified)
-4%,-8%,-2%,-11%,13%,9%,33%,-6%,34%[activator],N/C(=N\N=C\c1cccs1)SC1CC(=O)N(c2ccc(Br)cc2)C1=O (stereo unspecified)
0%,-3%,-6%,?,1%,-7%,29%,3%,16%,Cc1n[nH]c(=S)n(/N=C/c2cccc([N+](=O)[O-])c2)c1=O
5%,-7%,0%,-3%,-4%,5%[59 µM],30%[57 µM],-2%,15%,Cc1cc(C)c2c(=O)cc(CSc3nnc(COc4ccccc4C)n3C)[nH]c2c1
20%,-4%,-11%,-15%,2%,11µM*,15%,-8%,33%[activator],Cc1cc(C)cc(NC(=O)CSc2nc(N)c(NC(=O)c3cccs3)c(=O)[nH]2)c1
-4%,nt,i,-21%,0%,nt,21%,nt,63%[activator],CC1Cc2ccccc2N1C(=O)c1ccc(F)c(S(=O)(=O)N2CCOCC2)c1 (stereo unspecified)
